XiGFP reactiv – activators of inactive X chromosome reactivation, primary screen, imaging, XiGFP fibroblasts, GFP high-content imaging, set 2 | XiGFP mouse fibroblasts, % GFP-positive cells imaging, 3 d; cells co-treated with 5-aza-dC sensitizer; scaled so ellipticine positive control = 100% | activation, % at 7.58 µM | 0.055% of 360,000 active | AID 743238, 2013;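 active = mean normalized replicate activation at least 10% and every replicate at or above 10%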;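 also: 0% = median of on-plate neutral control wells and 100% = ellipticine 6 µM median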
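Schedule: 3 d treatment, 15 min room-temperature fixation; system: 68-5-11 XiGFP fibroblast line; buffer or medium: DMEM plus 5-aza-dC sensitizer; control set: ellipticine 6 µM positive control; compound: one concentration, pinned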
ERAP1 inh – human ERAP1 aminopeptidase inhibitors, primary screen, biochemical, single point, plate reader | recombinant ERAP1, Leu-AMC fluorescence, 60 min | AID 652197, 2013 | inhibition, % at 10.7 µM | 0.15% of 340,000 active;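 active = mean replicate inhibition of at least 30%, or all replicates individually reaching that 30% level; inactive = mean below 30% and not every replicate reaching it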;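 also: 0% = neutral control wells and 100% = L-leucinethiol positive control wells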
RAD54 inh – inhibitors of human RAD54 branch migration, primary screen, biochemical, fluorescence, single point; inhibition, % at 10.4 µM; DNA repair and recombination protein RAD54-like (Homo sapiens), Q92698; 0.14% of 360,000 active; RAD54 Holliday junction branch migration, FAM/BHQ fluorescence; AID 602329, 2012;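 active = mean normalized replicate activity at least 40 and at least half of replicates scoring 40 or more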;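 also: 0% = median of neutral control wells and 100% = median of positive control wells; inhibitors cause a drop in the FAM fluorescence signal; in these data hits start at about 50%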
CFTR F508del cor – F508del CFTR correction, initial screen, CFBE line, single point. CFBE cells, YFP halide quenching; stimulated with forskolin plus potentiator P3; % fluorescence drop versus neutral controls. activity (quench increase), % at 7.58 µM. 0.36% of 350,000 active. AID 720511, 2013;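 active = mean added fluorescence quench of at least 8% versus neutral control, with both replicates also reaching 8%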;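 also: cells transiently co-express mutant CFTR-F508del with the halide-sensitive YFP; corrector assay measuring rescue of mutant channel to the surface after 24 h compound exposure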
RAD52 inh – RAD52 DNA annealing inhibitors, primary screen, biochemical, FRET, single point, set 2; DNA repair protein RAD52 homolog (Homo sapiens), P43351; recombinant RAD52 DNA annealing, FRET fluorescence; inhibition, % at 18.7 µM; 0.46% of 360,000 active; AID 651710, 2012;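 active = every replicate showing at least 50% inhibition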
Target sequence (P43351 whole entry, looked up): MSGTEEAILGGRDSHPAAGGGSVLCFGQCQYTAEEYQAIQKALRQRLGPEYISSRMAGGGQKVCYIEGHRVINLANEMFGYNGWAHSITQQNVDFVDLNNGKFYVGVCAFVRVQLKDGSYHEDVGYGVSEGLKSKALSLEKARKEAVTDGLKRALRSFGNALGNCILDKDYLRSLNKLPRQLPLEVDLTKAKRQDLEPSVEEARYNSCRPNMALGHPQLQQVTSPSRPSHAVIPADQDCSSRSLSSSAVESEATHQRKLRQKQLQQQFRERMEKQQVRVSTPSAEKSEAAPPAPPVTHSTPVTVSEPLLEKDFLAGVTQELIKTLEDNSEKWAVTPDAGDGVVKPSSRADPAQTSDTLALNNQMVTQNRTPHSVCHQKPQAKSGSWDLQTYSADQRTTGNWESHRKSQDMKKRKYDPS
ARNT TACC3 PPI – disruptors of ARNT/TACC3 protein interaction, primary screen, biochemical, AlphaScreen, single concentration | 0.66% of 390,000 active | inhibition, % at 9.99 µM | Transforming acidic coiled-coil-containing protein 3 (Homo sapiens), Q9Y6A5 | AlphaScreen His-ARNT PAS-B/GST-TACC3 binding, luminescence; TACC3 fragment carries E629A point mutation;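 active = mean inhibition of replicates at least 50% and at least half of replicates each reaching 50%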;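 also: 0% = complete ARNT plus TACC3 wells and 100% = ARNT alone without TACC3; many hits fall short of the cut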
INS-1E GSIS act – GLuc luminescence reporter in INS-1E cells, primary screen for activators of glucose-dependent secretion of insulin. 0.61% of 370,000 active. activation, % at 16.6 µM. INS-1E GLuc reporter insulin secretion, 2-3 h;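 active = lowest replicate activation of at least 40%, so every replicate reaches that level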;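 also: 0% = median of neutral control wells and 100% = median of IBMX positive control wells; some compounds called inactive have numbers as strong as hits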
esBAF inh – Bmi1 luciferase reporter increase in mESCs, primary screen, esBAF inhibitor project, mouse ES cells, Bmi1 luciferase knock-in, single point | 24 h; 100% = twice the neutral-well signal | reporter increase, % at 12.5 µM | 2% of 350,000 active | AID 602393, 2012; in the data active = activation above about 40%;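 also: 0% = median of the plate's neutral control wells and 100% = double that signal; a rise in the Bmi1 reporter signal indicates esBAF inhibition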
The depositor's hits bear a star; . = no result given; & = joins results of further samples.

SMILES	RAD52 inh	INS-1E GSIS act	ARNT TACC3 PPI	XiGFP reactiv	RAD54 inh	CFTR F508del cor	esBAF inh	ERAP1 inh
COc1ccccc1C(=O)Nc1ccc2c(c1)C(=O)N(C)[C@H]1CC[C@@H](CC(=O)NCc3ccc(Cl)c(Cl)c3)O[C@H]1CO2	-8	-7	13	-0.1	2	-1.0	4	-1
Cc1[nH]c2c(ccc3cccnc32)c1C	-3	-7	28	0.0	6	1.9	.	1
COc1ccc2c(c1)C(=O)C1NC(=O)NC(=O)C1(Br)N2 (stereo not given)	-4	1	-11	0.3	-8	-1.8	8	0
CCN(CCCNC(=O)C1CCN(S(=O)(=O)CC)CC1)c1cccc(C)c1	-5	-4	-5	.	1	1.2	-3	-4
Cc1noc(C)c1S(=O)(=O)N(C)C[C@H]1OCCCC[C@H](C)Oc2ccc(NC(=O)NC(C)C)cc2C(=O)N([C@H](C)CO)C[C@@H]1C	0	15	0	0.0	-7	0.6	5	4
O=[N+]([O-])c1cccc(/C=N/N2CCN(Cc3ccccc3)CC2)c1	-7	0	-3	0.0	-6	2.7	39	-2
Cc1oc(-c2ccccc2Cl)nc1CS(=O)CC(=O)NCCCN1CC(C)CC(C)C1 (stereo not given)	-2	-3	1	0.1	-7	0.9	-4	0
CCC(=O)Nc1ccc2c(c1)OC[C@@H](C)N(CC1CCCCC1)C[C@H](C)[C@H](OC)CN(C)C2=O	.	0	.	-0.4	.	-1.1	5	.
CC(C)N(C(=O)[C@H]1C[C@H](CC(=O)NCCC2=CCCCC2)C(=O)N2CCc3c([nH]c4ccc(Cl)cc34)[C@]12C)C(C)C	-14	-21	22	0.0	4	2.9	1	-2
CCCNC(=O)[C@H]1[C@H](CO)[C@H]2Cn3c(ccc(-c4ccccc4F)c3=O)[C@@H]1N2CCC	.	8	.	0.6	.	-1.8	1	.
NC(=O)CC(NC(=O)Cc1ccc(Cl)cc1)c1ccc(NCC2CC2)c([N+](=O)[O-])c1 (stereo not given)	-96	4	-12	0.0	-10	0.9	0	.
COc1ccccc1CN1CCC(CNS(=O)(=O)c2cc(-c3cc(C)no3)ccc2C)CC1	-4	-7	18	0.0	-23	-1.5	-12	-10
CC(C)CN(C(=O)c1cccc(F)c1)c1c(N)n(CC(C)C)c(=O)[nH]c1=O	-10	-1	-1	-0.1	3	0.3	-4	-1
CCCN1CCN(C(=S)Nc2ccccc2C(F)(F)F)CC1	-28	4	2	0.0	17	-2.5	-1	2
COc1ccc(-c2nc3c4ccccc4ccn3c2C=O)cc1	3	1	1	1.2	.	-3.0	.	6
O=C(O)c1cc([N+](=O)[O-])c(Sc2nc3ccccc3[nH]2)c([N+](=O)[O-])c1	-8	-1	7	0.0	6	2.7	-3	-2
C[C@H](CO)N1C[C@H](C)[C@@H](CN(C)Cc2ccc(Oc3ccccc3)cc2)Oc2ccc(NC(=O)NC3CCCCC3)cc2CC1=O	33	-10	-1	-0.6	4	-2.8	-12	-1
COc1ccccc1/C=C1\SC(=S)N(CCC(=O)NCCCn2ccnc2)C1=O	-17	-32	15	0.0	6	0.1	-13	5
COc1ccc(OC)c(C2C(C(=O)Nc3ccc(F)cc3)=C(C)Nc3nc(CCCO)nn32)c1 (stereo not given)	-3	-11	.	0.2	-4	1.7	-3	-3
COc1cc2ccc(=O)oc2cc1OCC(O)C(C)(C)O (stereo not given)	-6	2	3	.	2	0.0	5	5
O=S(=O)(c1ccc(F)cc1)N1CCC(n2cnc3ccccc32)CC1	8	0	-6	0.1	-5	1.5	-5	3
O=C(CCC(=O)c1cccs1)OCC(=O)c1ccccc1F	-5	5	-4	0.2	3	-1.2	1	0
O=C(c1ccccc1)N1CC(=O)N2[C@H](CO)[C@H](c3ccc(C#CC4CC4)cc3)[C@H]2C1	-9	0	.	0.2	.	2.8	.	1
CC(C)NC(=O)Nc1ccc2c(c1)C(=O)N([C@@H](C)CO)C[C@H](C)[C@@H](CN(C)S(C)(=O)=O)OCCCC[C@H](C)O2	-20	20	7	0.0	-3	-1.3	-1	-5
CC(=O)Nc1ccccc1OCCCN1CCC(C(O)(c2ccccc2)c2ccccc2)CC1	5	-32	.	-0.1	.	0.6	.	0
CCC(C(=O)Nc1c(C)cccc1C)n1c(-c2ccc(-c3ccccc3)cc2)nc2ccccc21 (stereo not given)	-6	.	.	-0.1	.	-2.9	.	-3
CCN(CC)C(=O)[C@H]1C[C@H](CC(=O)NCc2ccco2)C(=O)N2CCc3c([nH]c4cc(-c5ccco5)ccc34)[C@]12C	-51	.	0	0.8	-6	-0.2	3	2
CCOC(=O)C1=C(Nc2ccccc2)CSC1	-8	1	.	0.0	.	-1.3	.	0
O=C(c1cc2c(c(-c3cccc(-c4ccncc4)c3)n1)[C@@H](CCO)N(C(=O)c1ccc3c(c1)OCO3)C2)N1CCOCC1	-12	32	.	0.0	.	-4.1	.	.
On1nnc2cc(C(F)(F)F)ccc21	-6	-4	-21	0.2	-6	0.7	-4	3

Grouped by structure, the compounds so far with a Cl atom
SMILES	RAD52 inh	INS-1E GSIS act	ARNT TACC3 PPI	XiGFP reactiv	RAD54 inh	CFTR F508del cor	esBAF inh	ERAP1 inh
COc1ccccc1C(=O)Nc1ccc2c(c1)C(=O)N(C)[C@H]1CC[C@@H](CC(=O)NCc3ccc(Cl)c(Cl)c3)O[C@H]1CO2	-8	-7	13	-0.1	2	-1.0	4	-1
Cc1oc(-c2ccccc2Cl)nc1CS(=O)CC(=O)NCCCN1CC(C)CC(C)C1 (stereo not given)	-2	-3	1	0.1	-7	0.9	-4	0
CC(C)N(C(=O)[C@H]1C[C@H](CC(=O)NCCC2=CCCCC2)C(=O)N2CCc3c([nH]c4ccc(Cl)cc34)[C@]12C)C(C)C	-14	-21	22	0.0	4	2.9	1	-2
NC(=O)CC(NC(=O)Cc1ccc(Cl)cc1)c1ccc(NCC2CC2)c([N+](=O)[O-])c1 (stereo not given)	-96	4	-12	0.0	-10	0.9	0	.

Next structures:
SMILES	RAD52 inh	INS-1E GSIS act	ARNT TACC3 PPI	XiGFP reactiv	RAD54 inh	CFTR F508del cor	esBAF inh	ERAP1 inh
COc1ccc(O)c(C(=O)c2cnc3c(c2)c(-c2ccc(F)cc2)c(C#N)c(=O)n3C)c1	-7	11	8	0.4	.	1.1	.	2
COC(=O)N/N=C/c1ccc(-c2ccc(C)c(Cl)c2)o1	-14	6	0	0.0	-7	0.0	.	1
CCOc1ccc(NC(=O)CCC(=O)N/N=C/c2ccc3c(c2)OCO3)cc1	-10	0	.	0.1	.	-0.8	.	1
Cc1cc(=O)oc2cc(OCC3CC(c4ccc(Br)cc4)=NO3)ccc12 (stereo not given)	-3	.	-13	.	3	0.7	-2	5
CC1Sc2ccccc2N(Cc2ccc(OC(F)(F)F)cc2)C1=O (stereo not given)	2	.	.	0.1	9	-1.8	1	-1
C=CCn1c(O)c(N=NC(=O)CNC(=O)/C=C/c2ccc(OC)cc2)c2ccccc21	-12	14	4	.	10	-3.5	.	.
CNC[C@H]1OCCCC[C@@H](C)Oc2ccc(NC(=O)Nc3ccc(F)cc3)cc2C(=O)N([C@H](C)CO)C[C@H]1C	-24	0	10	0.1	14	-3.4	-7	3
CCC(Oc1ccc(C)cc1)C(=O)Nc1ccc(S(=O)(=O)Nc2cc(C)on2)cc1 (stereo not given)	-6	-3	-1	0.0	3	-1.0	3	-5
CC1CCC(=NNc2ccc(C(F)(F)F)cc2[N+](=O)[O-])CC1 (stereo not given)	-12	-31	0	0.0	-2	.	-3	2
C=CCn1c(C)c(C(C)=O)cc(NC(=O)c2ccccc2)c1=O	-6	21	5	0.0	.	0.9	.	3
Cc1ccc(S(=O)Cc2ccc(C(=O)N3CCN(C4CCCCC4)CC3)o2)cc1 (stereo not given)	-4	25	4	0.0	-5	2.3	-1	-3
CCOC(=O)c1c(C)[nH]c(C(=O)CN(C)CC(=O)Nc2ccccc2Cl)c1C	-28	2	-2	3.3	5	1.4	-5	0
CCOc1ccc(CN2CCN(C(=O)c3ccco3)CC2)cc1	-7	4	0	0.0	0	-2.6	0	0
Cc1ccc2c(CN(C)Cc3ccccc3)cc(=O)oc2c1	-1	21	.	-0.1	0	3.0	88*	15
COC(=O)[C@]12CCCCC=C1N(CCc1ccc(OC)c(OC)c1)C(=O)[C@H](CC(=O)NCC13CC4CC(CC(C4)C1)C3)C2	1	-32	.	0.7	.	-1.2	.	-1
COc1ccc(-c2ccc(C3[C@@H]4CN(C(=O)Nc5cccc(F)c5)C[C@H]3N4)cc2)cc1 (stereo not given in full)	84*	-1	.	0.0	.	5.4&-4.9	.	0
CCCCn1c(=O)[nH]c(=O)c2c(C(=O)OCC)cc(-c3cccs3)nc21	-47	8	-5	0.4	.	-11	.	-2
NS(=O)(=O)c1cccc(NC(=O)CSc2nc3ccccc3[nH]2)c1	-11	5	-3	-0.2	-5	4.7	-4	-5
NC(=O)CSc1ccc(S(=O)(=O)N2CCOCC2)cn1	3	-5	1	0.1	-12	-1.6	1	0
CC(OC(=O)c1cccnc1Cl)C(=O)Nc1ccc(S(N)(=O)=O)cc1 (stereo not given)	6	2	1	0.0	.	1.6	.	-2
Cc1ccc(C)c(NC(=O)c2ccc(OC(=O)c3ccco3)cc2)c1	.	-11	-1	.	2	.	6	.
O=C(COC(=O)Cc1ccc(F)cc1)NC(=O)NC1CCCC1	5	-9	.	0.2	-2	-0.3	0	-1
Cc1cc(OC(=O)c2ccccc2Cl)ccc1N1C(=O)CCC1=O	-6	5	-6	0.3	.	-1.2	.	0
Cc1ccnc(NC(=S)NC(=O)c2cccs2)c1	-9	15	31	0.1	-7	.	.	5
C[C@@H]1CN([C@H](C)CO)C(=O)c2cc(NC(=O)c3ccncc3)ccc2O[C@H]1CN(C)C(=O)Nc1ccccc1	-3	13	-19	-0.5	2	0.6	-4	2
C[C@@H]1CN([C@@H](C)CO)C(=O)c2cccc(NS(=O)(=O)c3ccc(Cl)cc3)c2O[C@H]1CN(C)Cc1ccc(C(F)(F)F)cc1	4	-28	7	-0.1	0	-0.1	-2	2
Cc1cccc(NC(=O)Nc2ccncc2)c1	-15	5	-1	0.5	-2	0.1	10	-1
CCN(Cc1ccccc1)C(=O)C1CCN(C(=O)Nc2ccccc2)CC1	-5	-15	0	0.3	-10	-1.8	-1	1

4 entries from above, set out differently.
Value order: RAD52 inh | INS-1E GSIS act | ARNT TACC3 PPI | XiGFP reactiv | RAD54 inh | CFTR F508del cor | esBAF inh | ERAP1 inh
C[C@@H]1CN([C@H](C)CO)C(=O)c2cc(NC(=O)c3ccncc3)ccc2O[C@H]1CN(C)C(=O)Nc1ccccc1
  -3 | 13 | -19 | -0.5 | 2 | 0.6 | -4 | 2
Cc1cccc(NC(=O)Nc2ccncc2)c1
  -15 | 5 | -1 | 0.5 | -2 | 0.1 | 10 | -1
C[C@@H]1CN([C@@H](C)CO)C(=O)c2cccc(NS(=O)(=O)c3ccc(Cl)cc3)c2O[C@H]1CN(C)Cc1ccc(C(F)(F)F)cc1
  4 | -28 | 7 | -0.1 | 0 | -0.1 | -2 | 2
CCN(Cc1ccccc1)C(=O)C1CCN(C(=O)Nc2ccccc2)CC1
  -5 | -15 | 0 | 0.3 | -10 | -1.8 | -1 | 1

High-throughput results (PubChem BioAssay)
